FEN1 inhibitor = qHTS Assay for the Inhibitors of Human Flap endonuclease 1 (FEN1); P39748; 390,000 tested, 0.35% active; Recombinant FEN1 flap cleavage, fluorescence, 15 min; Potency, µM (series often up to 114 µM), for the others: top-dose activity change, negative = inhibition, most hits filed as inhibitors; note: nearly all actives have a fitted effect of over 65% in size
Target sequence (P39748 whole entry, looked up): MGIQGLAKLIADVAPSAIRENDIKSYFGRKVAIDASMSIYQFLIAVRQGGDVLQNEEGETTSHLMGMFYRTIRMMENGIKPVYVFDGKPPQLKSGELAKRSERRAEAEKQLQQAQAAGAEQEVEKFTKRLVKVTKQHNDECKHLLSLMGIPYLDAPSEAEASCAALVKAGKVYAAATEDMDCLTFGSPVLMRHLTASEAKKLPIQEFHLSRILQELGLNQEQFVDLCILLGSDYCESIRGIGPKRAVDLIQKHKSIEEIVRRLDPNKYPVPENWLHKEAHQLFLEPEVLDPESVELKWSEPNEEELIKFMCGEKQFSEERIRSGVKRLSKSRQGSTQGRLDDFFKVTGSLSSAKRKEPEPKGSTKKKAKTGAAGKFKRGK
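Reaction started by adding substrate (50 nM final) to 10 nM enzyme after 15 min room-temperature compound preincubation. Reads at 0 and 15 min, with data normalized and fitted to a four-parameter Hill equation.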
N370S GC mod = qHTS Assay for Inhibitors and Activators of N370S glucocerebrosidase as a Potential Chaperone Treatment of Gaucher Disease. Potency, µM (titrated, usually from 59.4 µM), for the others: at the top dose activity change, negative = inhibition, most hits filed as inhibitors. 330,000 tested, 0.092% active. AID 2101, 2009. Lysosomal acid glucosylceramidase (Homo sapiens), P04062. N370S GC spleen homogenate, 4MU-glucoside fluorescence;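 note: 0% = full enzyme activity and -100% = no enzyme basal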
TDP1 block = qHTS Assay for Inhibitors of Tyrosyl-DNA Phosphodiesterase (TDP1). Tyrosyl-DNA phosphodiesterase 1 (Homo sapiens), Q9NUW8. recombinant TDP1, AlphaScreen DNA substrate cleavage. Potency, µM (titrated, usually from 130 µM), for the others: top-dose activity change, negative = inhibition, actives largely listed as inhibitors. 350,000 tested, 0.28% active; note: nearly all actives have a fitted effect of over 40% in size
Target sequence (Q9NUW8 whole entry, looked up): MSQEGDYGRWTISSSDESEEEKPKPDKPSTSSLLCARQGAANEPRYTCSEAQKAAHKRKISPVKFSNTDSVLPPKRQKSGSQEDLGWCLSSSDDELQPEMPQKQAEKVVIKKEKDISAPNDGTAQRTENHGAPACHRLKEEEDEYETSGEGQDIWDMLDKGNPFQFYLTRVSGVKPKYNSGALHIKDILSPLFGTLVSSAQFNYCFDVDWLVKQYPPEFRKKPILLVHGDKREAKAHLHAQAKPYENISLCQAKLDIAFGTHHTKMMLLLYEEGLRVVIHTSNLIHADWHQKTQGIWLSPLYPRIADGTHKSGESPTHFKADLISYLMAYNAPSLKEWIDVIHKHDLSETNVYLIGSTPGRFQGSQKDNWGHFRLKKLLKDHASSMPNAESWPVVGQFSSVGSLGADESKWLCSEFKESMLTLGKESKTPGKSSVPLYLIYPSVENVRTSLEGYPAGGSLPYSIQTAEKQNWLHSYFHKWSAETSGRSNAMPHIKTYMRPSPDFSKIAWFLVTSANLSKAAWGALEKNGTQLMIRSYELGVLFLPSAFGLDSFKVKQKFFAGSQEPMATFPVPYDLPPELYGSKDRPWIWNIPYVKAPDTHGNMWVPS
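Steps: enzyme plus compound, 15 min RT; add biotin/phosphotyrosine-FITC oligonucleotide (15 nM final), react 5 min; add donor/acceptor beads (10 ug/ml final), 10 min; read AlphaScreen. Tdp1 at 1 nM final.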
Starred values were filed as active, the others as inactive; u = inconclusive; x = not tested or not shown; & = joins results of further samples; [ ] = dose if it differs, or a comment. Calls come from the whole dose curve; as a rule, active = well fitted curve in the direction sought with a large enough effect; inconclusive = small, poorly fitted or top-dose-only effect, or another doubt; inactive = no such curve, though single readings can be large; an effect the other way counts as inactive or inconclusive. Unless noted, % is set by controls: 0 for no effect and ±100 for the full control effect; potency is the fitted concentration of half-maximal effect.

Order of values – FEN1 inhibitor | N370S GC mod | TDP1 block
[1] COc1cccc(N(C(=O)CNC(=O)c2ccco2)C(C(=O)NC2CCCC2)c2ccncc2)c1 (stereo not drawn)
  0% | 0% | 5%
[2] O=c1cc(-c2ccccc2Cl)oc2cccc(O)c12
  -8% | 12%[89.1 µM] | -5%[234 µM]
[3] Cc1sc2ncnc(N3CCN(c4ncccn4)CC3)c2c1C
  -10% | -7% | 8%
[4] COc1cccc(CNC(=O)c2ccc3nc(CCc4ccccc4)oc3c2)c1OC
  15% | x | -1%
[5] CN(CC(=O)Nc1cccc(F)c1)C(=O)c1cccc(S(=O)(=O)N2CC3(C)CC2CC(C)(C)C3)c1 (stereo not drawn)
  -14% | -5% | 0%
[6] COc1ccc(CCNC(=O)c2cccc3ccccc23)cc1OC
  20% | -14% | 2%
[7] Cc1ccc(C(=O)C(OC(=O)CNC(=O)c2ccc(Cl)cc2)c2ccccc2)cc1 (stereo not drawn)
  4% | 10% | 4%
[8] CC(C)OCCCNC(=O)c1ccc(Cn2c(=O)c3cccn3c3cccnc32)cc1
  16% | x | 5%
[9] Cc1cc(NC(=O)COC(=O)c2ccccc2S(=O)(=O)N(C)c2ccccc2)no1
  -3% | 3% | 8%
[10] CC1CCN(c2ccc(-c3cccc(NS(=O)(=O)c4cccs4)c3)nn2)CC1
  -10% | x | -1%
[11] CC1CC(C)CN(C(=O)COC(=O)c2nccnc2N)C1 (stereo not drawn)
  20% | x | -1%
[12] O=C(O)/C=C/C=C/c1ccccc1
  x | -2% | 5%
[13] CCn1cc(C(=O)OCC(=O)Nc2c(C)n(C)n(-c3ccccc3)c2=O)c(=O)c2ccc(C)nc21
  -7% | 4% | 0%
[14] COc1cccc(OC)c1C(=O)NCCc1csc(-c2ccc(Cl)cc2)n1
  10% | x | 7%
[15] CC(C)(C)NC(=O)CSc1nc2cccnc2n1C1CCCCC1
  -11% | 2% | 2%
[16] COc1ccc(OCCn2c(C)c(/C=N/n3cnnc3)c3ccccc32)cc1
  -16% | -12%[12.8 µM] | 2%
[17] O=S(=O)(Nc1cccc2c1ccc1cccn12)c1cccs1
  11% | -10% | 5%
[18] O=C(CCS(=O)(=O)c1ccc(Br)cc1)Nc1ccc2c(c1)OCO2
  -16% | -17% | u
[19] COc1ccc(CCN=C(N)Nc2nc(C)cc(C)n2)cc1
  8% | -16% | 1%
[20] S=C(NCCc1ccccc1)N1CCN(C2CCCCC2)CC1
  3% | -20% | 5%
[21] NS(=O)(=O)c1ccc(CCNC(=O)CSc2ccsc2[N+](=O)[O-])cc1
  0% | -12% | 3%
[22] CC(=O)Nc1ccc(S(=O)(=O)Nc2nccc(/C=C/c3ccc(Cl)cc3)n2)cc1
  1% | 0% | 0%
[23] CC(C)(CN1CCN(Cc2ccccc2)CC1)NS(=O)(=O)c1ccccc1
  1% | 21% | x
[24] CCOc1cc2c(C#N)c(N3CCCCC3)nc(N)c2c(N)n1
  -20% | x | 4%
[25] CCOC(=O)Nc1cc(Br)c2c(c1)OCCO2
  7% | 1% | 5%
[26] Cc1oc(-c2cccc(Cl)c2)nc1CS(=O)(=O)CC(=O)NC1CC1
  14% | -5% | 1%
[27] CN(C)c1ccc(/C=N/NC(=O)CSc2ccccn2)cc1
  0% | -25% | -4%
[28] Brc1ccccc1-c1nnc2sc(Cc3ccccc3)nn12
  8% | 11% | 5%
[29] COc1cc(S(=O)(=O)NCCCN2CCOCC2)ccc1Cl
  -2% | 0% | 0%
[30] COc1ccc(NC(=O)N2CCCC2C(=O)Nc2ccccc2F)cc1 (stereo not drawn)
  -5% | -28% | 5%
[31] CCOC(=O)N1CCN(C(=O)c2ccc(NS(=O)(=O)c3ccc(C)cc3)cc2)CC1
  7% | -8% | 8%[56.1 µM]
[32] CCOCc1c(C(=O)NCC(c2ccco2)N2CCCC2)oc2ccccc12 (stereo not drawn)
  -12% | x | 1%
[33] O=C(Nc1cccc2cccnc12)c1ccc(Br)cc1Br
  -2% | 5% | x
[34] Cc1ccc2c(Cl)cc(Cl)c(OCC(=O)Nc3cc(S(=O)(=O)N(C)C)ccc3C)c2n1
  2% | 10% | 8%
[35] N#Cc1ccccc1S(=O)(=O)N1CCN(C(=O)C2CCCC2)CC1
  3% | 2% | x
[36] CCCCC(=O)NC(NC(=O)CCCC)c1ccc(OCCC)c(OC)c1
  1% | 9% | 3%
[37] Cc1nc2nc3c(cn2n1)C(=O)CCC3
  5% | 8% | 8%
[38] COC(=O)c1nc(N)sc1-c1ccc(Cl)c(Cl)c1
  -9% | -10% | x
[39] CCc1ccc(NC(=O)c2cnc3c(-c4ccccc4)c(C)nn3c2C)cc1
  10% | x | 3%
[40] Cc1cc2cc(C)c3nnc(SCc4ccccn4)n3c2cc1C
  -6% | 8% | -1%
[41] COCCNC(=O)CCn1c(=O)c2cc(OC)c(OC)cc2n(CC(=O)Nc2ccc(F)c(Cl)c2)c1=O
  -9% | x | 0%
[42] CC(C)C[C@H](NC(=O)NC(C)C)C(=O)O
  -18% | 6% | 4%
[43] CCOC(=O)c1cc2c(ccn2C)n1CC(=O)N1CCN(c2ccc(F)cc2)CC1
  -5% | 3% | 4%
[44] Cc1ccc(C)c(N2CCN(C(=O)CCCCCn3c(=S)[nH]c4ccc(N5CCOCC5)cc4c3=O)CC2)c1
  4% | 1% | 1%
[45] CCOC(OCC)P(=O)(O)CCCNCc1ccc(Cl)c(Cl)c1
  x | 0%&-8% | 11%&6%
[46] Cn1cncc1C#Cc1ccc2cc(C3(O)CCCCC3)oc(=O)c2c1
  -14% | x | 56µM*
[47] CN(CC(=O)Nc1ccc(F)cc1)C(=O)CSc1nccn1C
  5% | -5% | 0%
[48] COc1cccc(OC)c1C(=O)Nc1ccc2c(c1)n(C)c(=O)n2C
  4% | -1% | 5%
[49] COc1ccc(-c2nc3scc(CCNS(=O)(=O)c4ccc(F)cc4F)n3n2)cc1OC
  -12% | x | 3%
[50] O=C(NCc1cccs1)c1cc2c(s1)CS(=O)(=O)C2
  0% | -15% | 2%
[51] COc1ccc(NC(=S)N(CCN(C)C)C(C)c2ccco2)cc1 (stereo not drawn)
  -3% | 15% | 0%
[52] Cc1ccc(CNC(=O)CCCCn2c(=O)c3ccccc3n(Cc3ccc(Cl)cc3)c2=O)cc1
  -15% | x | -4%[12.3 µM]
[53] CCCc1nnc(NC(=O)CSc2ncn[nH]2)s1
  -11% | 9% | 6%
[54] CS(=O)(=O)N(CC(=O)N1CCN(c2ccccc2F)CC1)c1cc(C(F)(F)F)ccc1Cl
  -15% | 18% | 0%
[55] C=CCC(C(=O)Oc1c(C(C)(C)C)cc(C)cc1C(C)(C)C)c1ccccc1 (stereo not drawn)
  -7% | x | -6%
[56] Cc1nc(C(F)(F)F)ccc1C(=O)Nc1ccc2ccccc2n1
  13% | -8% | x
[57] CCCn1c(C(C)NC(=O)c2ccccc2)n[nH]c1=S (stereo not drawn)
  -1% | u | -8%
[58] Cc1ccccc1-c1nc(CN2CCC(C(=O)NCCN3CCOCC3)CC2)c(C)o1
  -8% | -25% | 2%
[59] COc1ccc2c(c1)c1ncn(Cc3ccco3)c(=O)c1n2C
  -18% | 22% | 10%
[60] Cc1cc(OC(=O)C2CC2)c([N+](=O)[O-])c(=O)[nH]1
  -3% | -6% | 2%

Following part:
Order of values – FEN1 inhibitor | N370S GC mod | TDP1 block
[61] Cc1cccc(CCNS(=O)(=O)c2ccc3c(c2)NC(=O)CS3)c1
  -21% | -16% | 1%
[62] O=C1CCCc2ccccc2N1
  -13% | 4% | 3%
[63] O=C(NNC(=O)C12CC3CC(CC(C3)C1)C2)c1csc(N2CCOCC2)n1
  3% | -5% | x
[64] CSc1nc2ncc(C(=O)O)c(N)n2n1
  0% | -10% | 6%
[65] COc1ccc(CNC(=O)CC(c2ccc(OC)cc2)N2Cc3ccccc3C2=O)cc1 (stereo not drawn)
  -2% | x | -5%
[66] O=C(c1ccc(=O)oc1)N1CCCc2ccccc21
  56µM* | 0% | 18µM*
[67] CC(=O)O[C@H]1C2OC(=O)C(C)=C2[C@@H]2OC(=O)[C@]3(CCC4OC41C)OC23 (stereo partly drawn)
  13% | -1% | 1%
[68] Cc1ccc(C)c(NC(=O)CN2C(=O)C(C)(C)c3ccccc32)c1
  11% | x | 5%
[69] CCCCNS(=O)(=O)c1ccc2nc(-c3cccnc3)cc(C(=O)NC(C)CC)c2c1 (stereo not drawn)
  9% | 5% | 0%
[70] O=C(Nc1ccccc1O)c1cc2cc(Br)ccc2oc1=O
  -3% | -9% | x
[71] S=C(Nc1ccc(Br)cc1)N1CCN(c2ccccn2)CC1
  0% | -7% | x
[72] COc1ccc(/C=N/NC(=O)c2nnn(-c3nonc3N)c2-c2cccs2)c(OC)c1
  3% | u | 4%
[73] COC(=O)[C@@H]1CCCN1Cc1c(C(=O)N2CCOCC2)nc2c(C)cccn12
  1% | -1% | 6%
[74] Cc1ccc2c(C)c(C(=O)N(Cc3ccc(F)cc3)C3CCS(=O)(=O)C3)oc2c1 (stereo not drawn)
  -2% | -10% | 0%
[75] COCCNc1nnc(Cc2ccccc2)c(=O)[nH]1
  -9% | 3% | x
[76] COc1cc(/C=C2\SC(=N)N(c3ccc4c(c3)OCO4)C2=O)cc(OC)c1O
  -2% | u | -5%
[77] Cc1ccccc1S(=O)(=O)Cc1ccc(C(=O)N2CCN(c3ccc(F)cc3)CC2)o1
  -5% | -7% | 4%
[78] Nc1ccc(S(=O)(=O)O)cn1
  -7%&0%&16% | -20%&4%&1% | 0%&1%&-3%
[79] O=C(NCc1cccs1)c1cc(-c2ccncc2)nc2ccc(Br)cc12
  x | -22% | 0%
[80] O=C(COC(=O)c1cnc(Cl)c(Cl)c1)NC1CC1
  5% | x | 0%
[81] COc1ccccc1OCc1cc(C(=O)N2CCCC(OCc3cccnc3)C2)no1 (stereo not drawn)
  0% | -11% | 6%
[82] COc1ccc(C(=O)/C=C/Nc2ccc(S(=O)(=O)Nc3ncccn3)cc2)cc1
  x | 4% | 6%
[83] CCOc1cc(NC(=O)c2cccs2)c(OCC)cc1NC(=O)CCC(=O)NCc1ccccn1
  2% | -1% | 8%

In the list so far, these have an aryl methoxy group.
Order of values – FEN1 inhibitor | N370S GC mod | TDP1 block
[1] COc1cccc(N(C(=O)CNC(=O)c2ccco2)C(C(=O)NC2CCCC2)c2ccncc2)c1 (stereo not drawn)
  0% | 0% | 5%
[4] COc1cccc(CNC(=O)c2ccc3nc(CCc4ccccc4)oc3c2)c1OC
  15% | x | -1%
[6] COc1ccc(CCNC(=O)c2cccc3ccccc23)cc1OC
  20% | -14% | 2%
[14] COc1cccc(OC)c1C(=O)NCCc1csc(-c2ccc(Cl)cc2)n1
  10% | x | 7%
[16] COc1ccc(OCCn2c(C)c(/C=N/n3cnnc3)c3ccccc32)cc1
  -16% | -12%[12.8 µM] | 2%
[19] COc1ccc(CCN=C(N)Nc2nc(C)cc(C)n2)cc1
  8% | -16% | 1%
[29] COc1cc(S(=O)(=O)NCCCN2CCOCC2)ccc1Cl
  -2% | 0% | 0%
[30] COc1ccc(NC(=O)N2CCCC2C(=O)Nc2ccccc2F)cc1 (stereo not drawn)
  -5% | -28% | 5%
[36] CCCCC(=O)NC(NC(=O)CCCC)c1ccc(OCCC)c(OC)c1
  1% | 9% | 3%
[41] COCCNC(=O)CCn1c(=O)c2cc(OC)c(OC)cc2n(CC(=O)Nc2ccc(F)c(Cl)c2)c1=O
  -9% | x | 0%
[48] COc1cccc(OC)c1C(=O)Nc1ccc2c(c1)n(C)c(=O)n2C
  4% | -1% | 5%
[49] COc1ccc(-c2nc3scc(CCNS(=O)(=O)c4ccc(F)cc4F)n3n2)cc1OC
  -12% | x | 3%
[51] COc1ccc(NC(=S)N(CCN(C)C)C(C)c2ccco2)cc1 (stereo not drawn)
  -3% | 15% | 0%
[59] COc1ccc2c(c1)c1ncn(Cc3ccco3)c(=O)c1n2C
  -18% | 22% | 10%
[65] COc1ccc(CNC(=O)CC(c2ccc(OC)cc2)N2Cc3ccccc3C2=O)cc1 (stereo not drawn)
  -2% | x | -5%
[72] COc1ccc(/C=N/NC(=O)c2nnn(-c3nonc3N)c2-c2cccs2)c(OC)c1
  3% | u | 4%
[76] COc1cc(/C=C2\SC(=N)N(c3ccc4c(c3)OCO4)C2=O)cc(OC)c1O
  -2% | u | -5%
[81] COc1ccccc1OCc1cc(C(=O)N2CCCC(OCc3cccnc3)C2)no1 (stereo not drawn)
  0% | -11% | 6%
[82] COc1ccc(C(=O)/C=C/Nc2ccc(S(=O)(=O)Nc3ncccn3)cc2)cc1
  x | 4% | 6%

Screening data: PubChem BioAssay, National Center for Advancing Translational Sciences (NCATS)
